MEKK2 mut-MEK5: MEK5 binding signal on mutant MEKK2 PB1, primary screen, biochemical, multiplex bead flow cytometry, Alexa488-MEK5; 290,000 compounds, 0.35% hits; percent response, % at 10 µM; Alexa488-MEK5 binding to MEKK2 mutant; in the data active = percent response above about 24%, passing the limit was not always enough; note: inactives centre near 1; some results filed as inactive read as strong as hits; reference of the scale not given here
FID counter: compounds displacing fluorescent DNA intercalator, primary screen, artefact control for HCV NS3 helicase inhibitor project, biochemical, FID fluorescence; DNA fluorescent intercalator displacement; inhibition, % at 7.9 µM; 290,000 compounds, 0.17% hits; AID 1845, 2009; in the data active = inhibition above about 37%;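 note: 0% = vehicle and 100% = reference compound; higher means more ethidium bromide displaced from hairpin DNA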
PHOSPHO1 inh: PubChem AID 1565 | recombinant PHOSPHO1, absorbance phosphatase assay | inhibition, % at 13.3 µM | 290,000 compounds, 1.1% hits; in the data active = inhibition above about 60%
OXTR agonist: human OXTR agonists, primary screen, fluorescence, CHO-OTR cells, Fluo-8 calcium | Fluo-8 calcium fluorescence; normalized: DMSO 0%, oxytocin 100% | AID 2435, 2010 | 320,000 compounds, 0.32% hits | activation, % at 3 µM | Oxytocin receptor (Homo sapiens), P30559;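 active = activation above the mean of all tested compounds plus 3 SD, cutoff set per screening run, cut at about 20% in these data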;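 note: peak over basal fluorescence ratio from a 100 s FLIPR kinetic read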
NALP1 yeast inh: NALP1 inflammasome inhibitors in reconstituted yeast, colorimetric, S. cerevisiae, triplicate retest | S. cerevisiae NALP1/ASC/caspase-1 growth, X-gal OD620, 72 h | 280,000 compounds, 0.61% hits | inhibition, % at 10 µM | AID 2071, 2009; in the data active = inhibition mostly above about 24%, no sharp cut-off; inactive = mostly below about 32%; note: some compounds called inactive have numbers as strong as hits
MEKK3 PB1 HTS: modulators of MEKK3-MEK5 PB1 binding, primary screen, biochemical, wildtype MEKK3, multiplex bead flow cytometry, Alexa488-MEK5 | Mitogen-activated protein kinase kinase kinase 3 (Homo sapiens), Q99759 | bead-based flow cytometry, Alexa488-MEK5 binding to MEKK3; actives lie on both sides; 0 = blocked by unlabeled MEK5, 100 = vehicle | binding response (% of control), % at 10 µM | 290,000 compounds, 1.4% hits;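 active = binding response more than 3 SD above or below the average of its plate-row segment, actives on both sides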;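 note: Alexa488 bead fluorescence after subtracting the streptavidin-only scavenger bead signal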
Target sequence (Q99759 whole entry, looked up): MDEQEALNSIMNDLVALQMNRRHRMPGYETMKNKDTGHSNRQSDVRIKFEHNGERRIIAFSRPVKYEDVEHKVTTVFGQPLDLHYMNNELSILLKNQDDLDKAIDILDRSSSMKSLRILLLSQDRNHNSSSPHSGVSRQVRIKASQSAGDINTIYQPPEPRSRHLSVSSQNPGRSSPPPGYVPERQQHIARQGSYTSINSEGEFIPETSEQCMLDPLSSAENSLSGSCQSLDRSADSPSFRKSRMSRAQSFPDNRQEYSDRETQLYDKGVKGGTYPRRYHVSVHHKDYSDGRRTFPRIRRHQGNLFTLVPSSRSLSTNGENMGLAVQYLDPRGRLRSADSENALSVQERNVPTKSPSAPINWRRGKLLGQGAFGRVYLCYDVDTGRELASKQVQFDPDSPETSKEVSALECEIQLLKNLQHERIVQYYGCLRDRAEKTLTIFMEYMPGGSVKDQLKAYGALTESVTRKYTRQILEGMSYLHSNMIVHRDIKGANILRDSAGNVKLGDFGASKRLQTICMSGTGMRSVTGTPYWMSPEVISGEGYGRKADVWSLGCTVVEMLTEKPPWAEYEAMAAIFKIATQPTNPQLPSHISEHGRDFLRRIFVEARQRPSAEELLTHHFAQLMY
PfM18AAP inh: PfM18AAP inhibitors, malaria aminopeptidase, primary screen, biochemical, QFRET, recombinant enzyme | inhibition, % at 7.35 µM | H-Glu-NHMec fluorogenic cleavage | 290,000 compounds, 1.2% hits | AID 1822, 2009 | M18 aspartyl aminopeptidase (Plasmodium falciparum 3D7);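 active = inhibition above the campaign mean inhibition over all tested compounds plus 3 SD, cut at about 28% in these data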;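 note: 0% = plate median of test compound wells and 100% = 2 mM ZnCl2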
GPR7 antag: GPR7 receptor antagonists, primary screen, cell-based, fluorescence, single concentration | AID 1861, 2009 | 290,000 compounds, 1.1% hits | Neuropeptides B/W receptor type 1 (Homo sapiens), P48145 | inhibition, % at 4.4 µM | GPR7-expressing cells, fluorescence antagonist assay; in the data active = inhibition above about 16%, passing the limit was not always enough;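 note: cells stimulated with the agonist NPW; 0% = agonist with vehicle and 100% = vehicle without agonist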
Target sequence (P48145 whole entry, looked up): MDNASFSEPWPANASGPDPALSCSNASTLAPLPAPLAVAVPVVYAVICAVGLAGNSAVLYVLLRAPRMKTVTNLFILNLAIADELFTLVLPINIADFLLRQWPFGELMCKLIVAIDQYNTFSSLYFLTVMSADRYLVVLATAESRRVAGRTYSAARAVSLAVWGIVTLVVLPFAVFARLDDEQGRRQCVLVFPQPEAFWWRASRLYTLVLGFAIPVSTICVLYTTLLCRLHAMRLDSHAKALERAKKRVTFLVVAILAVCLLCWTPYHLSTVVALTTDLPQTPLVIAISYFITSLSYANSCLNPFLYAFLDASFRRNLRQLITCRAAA
MEKK2 WT-MEK5: modulators of MEK5 binding to wildtype MEKK2, primary screen, biochemical, multiplex bead flow cytometry, Alexa488-MEK5; Mitogen-activated protein kinase kinase kinase 2 (Homo sapiens), Q9Y2U5; Alexa488-MEK5 binding to MEKK2 WT; actives lie on both sides; binding response (% of control), % at 10 µM; 290,000 compounds, 1.1% hits; in the data active = binding response below about 67% or above about 130%
Active calls of the source: *; . = no result given. An unsorted share of the library; 6.2% or so of the library scored in one or more.

Key to letters: A = MEKK2 mut-MEK5; B = FID counter; C = PHOSPHO1 inh; D = OXTR agonist; E = NALP1 yeast inh; F = MEKK3 PB1 HTS; G = PfM18AAP inh; H = GPR7 antag; I = MEKK2 WT-MEK5
COCCCN1C(=O)c2ccc(C(=O)NCc3ccccn3)cc2C1=O
  A: 1	B: -12	C: 47	D: 0.1	E: 16	F: 100	G: -4	H: -10	I: 103

COc1cc(S(=O)(=O)NC2CCCC2)c(OC)cc1C
  A: -1	B: -20	C: 13	D: 0.2	E: 13	F: 99	G: 1	H: -8	I: 100

Cc1[nH]nc(SCC(=O)Nc2cccc(O)c2)c1[N+](=O)[O-]
  A: -2	B: 2	C: 20	D: 0.1	E: 10	F: 97	G: -3	H: 0	I: 100

COc1ccc(CC(=O)N2CCN(c3ccccn3)CC2)cc1OC
  A: 8	B: -8	C: -6	D: -0.8	E: -8	F: 103	G: 3	H: -7	I: 106

Cc1nnc(SCC(=O)N2N=C(c3ccc(Cl)cc3)CC2c2ccco2)[nH]c1=O (stereo unspecified)
  A: 0	B: -13	C: 2	D: -0.6	E: 8	F: 99	G: 9	H: -18	I: 98

CCOCCn1c(SCc2ccccc2)nc2c1c(=O)[nH]c(=O)n2C
  A: 11	B: .	C: 18	D: -1.3	E: 6	F: 105	G: .	H: .	I: 109

COC(=O)Cn1cc(/C=C/[N+](=O)[O-])c2ccccc21
  A: -7	B: -7	C: 42	D: -0.2	E: 12	F: 100	G: 0	H: 10	I: 90

O=C(NCCc1ccccc1Cl)C1CCC(=O)N(CCCc2ccccc2)C1 (stereo unspecified)
  A: -1	B: -47	C: 29	D: 0.7	E: 16	F: 98	G: -6	H: -11	I: 99

COCc1cc(Sc2ccc(Cl)cc2)nc(-c2ccccc2)n1
  A: 0	B: -2	C: 7	D: 0.2	E: 3	F: 101	G: 3	H: -13	I: 99

CC(=O)c1c(C)oc2c1cc(NS(=O)(=O)c1ccc(C(=O)O)cc1)c1ccccc12
  A: -8	B: -16	C: 40	D: -0.4	E: 14	F: 95	G: -13	H: -6	I: 91

Cc1cc(Cl)ccc1C(=O)C1CCCN(C(=O)c2cnn(C(C)C)c2)C1 (stereo unspecified)
  A: 4	B: -47	C: 40	D: -0.7	E: 12	F: 100	G: 0	H: -1	I: 103

CC(=O)C(Sc1ccc2nnc(-c3ccc(C)cc3)n2n1)C(C)=O
  A: -1	B: -11	C: -2	D: -1.2	E: .	F: 100	G: 5	H: -16	I: 106

COCCCNC(=O)/C(C#N)=C/c1cc(C)[nH]c1C
  A: -6	B: 14	C: 29	D: 1.8	E: -5	F: 99	G: 11	H: -6	I: 102

COc1cc(C(=O)OCC(=O)NCc2ccc(F)cc2)cc(NC(=O)c2cccs2)c1OC
  A: 4	B: -3	C: 7	D: -0.8	E: 28	F: 121	G: 1	H: -15	I: 106

O=C(Cn1c(=O)c2cccn2c2ccccc21)Nc1cc(F)ccc1F
  A: 1	B: -42	C: 54	D: 0.6	E: 10	F: 94	G: 8	H: 2	I: 96

Cc1cc(C(=O)N2CCCC(N3CCN(c4ccccc4C)CC3)C2)n(C)n1 (stereo unspecified)
  A: 7	B: 5	C: 32	D: -0.7	E: -3	F: 107	G: 4	H: -13	I: 112

O=C(NCCCn1ccnc1)c1nc(Cn2cc([N+](=O)[O-])cn2)no1
  A: -2	B: 0	C: 6	D: 1.9	E: 31	F: 108	G: 5	H: -8	I: 109

CC(C)CNS(=O)(=O)c1cc2c3c(c1)CC(=O)N3CCC2
  A: 10	B: -3	C: 30	D: 0.1	E: -14	F: 98	G: 7	H: -6	I: 100

Nn1c(SCc2ccc(F)cc2)nnc1-c1ccccn1
  A: -5	B: -4	C: 28	D: 0.1	E: 17	F: 95	G: 3	H: 10	I: 93

CC(=O)N1CCOc2ccc(S(=O)(=O)NCc3ccc(Cl)cc3)cc21
  A: 1	B: -10	C: 11	D: 4.6	E: 24	F: 103	G: -4	H: -14	I: 105

Fc1ccc(-c2nnc(-c3ccc(Cl)cc3Cl)o2)cc1
  A: 0	B: -3	C: -5	D: -1.3	E: 2	F: 105	G: 5	H: -12	I: 106

O=C(CSc1nnc(-c2ccc(C(F)(F)F)cn2)o1)Nc1ccccc1Cl
  A: -8	B: -7	C: 25	D: 7.9	E: 24	F: 96	G: -6	H: -7	I: 100

N#CCCn1c(SCC(=O)c2c[nH]c3ccccc23)nc2ccccc21
  A: 6	B: 1	C: 48	D: -1.1	E: 19	F: 105	G: -8	H: -5	I: 103

Cc1nnc(-c2ccc(N3CCCCCC3)c([N+](=O)[O-])c2)o1
  A: 6	B: -17	C: 24	D: -1.9	E: -10	F: 105	G: -4	H: -16	I: 105

CCC(C)c1ccc(S(=O)(=O)N2CCN(c3ccccn3)CC2)cc1 (stereo unspecified)
  A: -5	B: -31	C: .	D: -0.7	E: 15	F: 99	G: 3	H: -2	I: 99

CC(=O)NCC(=O)OC(C(=O)c1ccccc1)c1ccc(Cl)cc1 (stereo unspecified)
  A: 4	B: -8	C: 2	D: 0.6	E: 19	F: 107	G: 3	H: -14	I: 103

CS(=O)(=O)c1ccc(Cl)c(NC(=O)CCCSc2ccccc2)c1
  A: 5	B: -23	C: 23	D: -0.8	E: 22	F: 103	G: -16	H: 7	I: 107

Cn1c(=O)oc2cc(S(=O)(=O)Nc3ccccc3F)ccc21
  A: 3	B: -2	C: 6	D: 5.7	E: 21	F: 102	G: -3	H: -4	I: 104

N#CCCN(C(=O)c1ccco1)c1ccccc1
  A: 6	B: 3	C: 1	D: -0.5	E: 19	F: 102	G: 0	H: 3	I: 102

COC(=O)c1ccc(/C=N/NC(=O)C(=O)NCc2ccccc2)cc1
  A: -2	B: -2	C: 20	D: -0.4	E: 14	F: 107	G: 5	H: -9	I: 102

CCN1CCCC1CNC(=O)c1cc2c(-c3cccc(OC)c3)nn(C)c2s1 (stereo unspecified)
  A: 4	B: 32	C: 3	D: 0.0	E: 3	F: 103	G: -1	H: -10	I: 131

CCOC(=O)CN1C(=O)N(CC(=O)OCC)C(c2ccccc2)(c2ccccc2)C1=O
  A: 0	B: -38	C: 29	D: -0.9	E: 14	F: 98	G: 4	H: -11	I: 96

CC(C)c1ccc(C2CC(=O)c3cnc(NC(=O)c4ccco4)nc3C2)cc1 (stereo unspecified)
  A: 2	B: -43	C: 24	D: 0.3	E: 8	F: 99	G: 3	H: -9	I: 100

C/C(=N\OCC(=O)N/N=C/c1ccc(C)cc1O)c1cccs1
  A: 7	B: -9	C: 45	D: 4.0	E: 2	F: 124*	G: 4	H: -6	I: 120

Cc1nn(CC(=O)NCC2CCCO2)c(=O)c2cc3ccccc3n12 (stereo unspecified)
  A: 0	B: -8	C: 40	D: 0.5	E: -2	F: 103	G: 1	H: 2	I: 104

O=C(NC(=S)Nc1nc(-c2ccc(Br)cc2)cs1)c1cccnc1
  A: 4	B: -4	C: 0	D: -0.6	E: -1	F: 104	G: -3	H: -9	I: 108

Cc1ccccc1C(=O)c1cccn1CC(=O)N1CCCCC1
  A: -9	B: -39	C: 24	D: 0.0	E: 23	F: 93	G: -18	H: 9	I: 92

CCOc1ccc(C(=O)Nc2nnc(SCC(=O)NCC3CCCO3)s2)cc1OCC (stereo unspecified)
  A: 9	B: -13	C: 18	D: 1.3	E: 18	F: 106	G: -9	H: -8	I: 108

Clc1ccc2nc(N3CCNCC3)nc(-c3ccccc3)c2c1
  A: 32	B: 44*	C: 27	D: 3.8	E: 25	F: 103	G: -7	H: 22	I: 152*

CCOc1cc(C(=O)Nc2cccc(C(C)=O)c2)ccc1OCC(=O)N1CCCCC1
  A: -2	B: -41	C: 58	D: -0.7	E: -5	F: 95	G: 2	H: -8	I: 96

Nc1c(C(=O)NCc2ccccc2)nnn1Cc1ccc(F)cc1
  A: 5	B: -2	C: 6	D: 16	E: 21	F: 107	G: 8	H: 10	I: 107

COC(CNC(=O)c1ccc(CS(=O)(=O)c2ccc(Br)cc2)o1)OC
  A: 4	B: -22	C: 29	D: 1.9	E: 1	F: 103	G: 3	H: -9	I: 104

Cc1cc(C)c(S(=O)(=O)N(C)Cc2cnn(C)c2)c(C)c1
  A: 2	B: -17	C: 0	D: 0.2	E: -3	F: 99	G: 1	H: -3	I: 101

Cc1cccc(S(=O)(=O)Nc2nc3ccccc3nc2OC(C)C)c1
  A: 5	B: -30	C: 15	D: -0.4	E: 12	F: 100	G: -3	H: -13	I: 99

COc1ccc(-c2n[nH]c(=S)n2N)c(OC)c1
  A: 2	B: -3	C: 44	D: 1.1	E: -21	F: 107	G: 20	H: -6	I: 102

CC1N(C(=O)N2CCOCC2)CCN1S(=O)(=O)c1ccc(Cl)cc1 (stereo unspecified)
  A: -3	B: -7	C: 40	D: 0.6	E: -6	F: 100	G: -22	H: -12	I: 97

COc1ccc(N2C(=O)CC(N3CCN(c4ccc(S(C)(=O)=O)cc4)CC3)C2=O)cc1 (stereo unspecified)
  A: -5	B: -7	C: 10	D: 1.6	E: 2	F: 82	G: -22	H: -4	I: 86

COc1ccc(NC(C)=O)cc1NS(=O)(=O)c1cn(C)c(=O)n(C)c1=O
  A: -3	B: -11	C: 25	D: -0.1	E: 4	F: 97	G: -8	H: -3	I: 95

COc1ccccc1C(=O)NCCn1cc(SCC(=O)NCC2CCCO2)c2ccccc21 (stereo unspecified)
  A: 3	B: -41	C: -8	D: 2.2	E: -6	F: 98	G: 2	H: -7	I: 102

CC(C)OC(=O)c1sc2nc3c(cc2c1N)C(=O)CCC3
  A: .	B: 0	C: 11	D: -1.0	E: -1	F: .	G: -4	H: -3	I: .

O=c1c2cc3ccccc3n2cnn1Cc1ccccc1F
  A: 2	B: -9	C: -6	D: -1.4	E: 1	F: 99	G: 1	H: -15	I: 101

Looked up one by one from the list above (2):
Key to letters: A = MEKK2 mut-MEK5; B = FID counter; C = PHOSPHO1 inh; D = OXTR agonist; E = NALP1 yeast inh; F = MEKK3 PB1 HTS; G = PfM18AAP inh; H = GPR7 antag; I = MEKK2 WT-MEK5
COc1ccc(N2C(=O)CC(N3CCN(c4ccc(S(C)(=O)=O)cc4)CC3)C2=O)cc1 (stereo unspecified)
  A: -5	B: -7	C: 10	D: 1.6	E: 2	F: 82	G: -22	H: -4	I: 86

CC1N(C(=O)N2CCOCC2)CCN1S(=O)(=O)c1ccc(Cl)cc1 (stereo unspecified)
  A: -3	B: -7	C: 40	D: 0.6	E: -6	F: 100	G: -22	H: -12	I: 97

One compound at a time, as listed above.
`Cc1nn(CC(=O)NCC2CCCO2)c(=O)c2cc3ccccc3n12` (stereo unspecified) across the screens: MEKK2 mut-MEK5 = 0; FID counter = -8; PHOSPHO1 inh = 40; OXTR agonist = 0.5; NALP1 yeast inh = -2; MEKK3 PB1 HTS = 103; PfM18AAP inh = 1; GPR7 antag = 2; MEKK2 WT-MEK5 = 104
`Cc1cccc(S(=O)(=O)Nc2nc3ccccc3nc2OC(C)C)c1` across the screens: MEKK2 mut-MEK5 = 5; FID counter = -30; PHOSPHO1 inh = 15; OXTR agonist = -0.4; NALP1 yeast inh = 12; MEKK3 PB1 HTS = 100; PfM18AAP inh = -3; GPR7 antag = -13; MEKK2 WT-MEK5 = 99
`Cn1c(=O)oc2cc(S(=O)(=O)Nc3ccccc3F)ccc21` across the screens: MEKK2 mut-MEK5 = 3; FID counter = -2; PHOSPHO1 inh = 6; OXTR agonist = 5.7; NALP1 yeast inh = 21; MEKK3 PB1 HTS = 102; PfM18AAP inh = -3; GPR7 antag = -4; MEKK2 WT-MEK5 = 104

Assay outcomes: PubChem BioAssay, several laboratories
